L3MBTL1 block: qHTS Assay for the Inhibitors of L3MBTL1 | Lethal(3)malignant brain tumor-like protein 1 (Homo sapiens), Q9Y468 | AlphaScreen L3MBTL1–H3K9me1 peptide binding | Potency, µM (series often up to 57.1 µM), without a hit: at the highest dose activity, negative = inhibition, usual class: inhibitors | actives 0.66% (n = 230,000) | AID 485360, 2010; active = well fitted inhibition curve with a large enough effect; inconclusive = small, poorly fitted or top-dose-only effect; inactive = no such curve, though single readings can be large or run the other way; note: nearly all actives have a fitted effect of over 60% in size
Target sequence (Q9Y468 whole entry, looked up): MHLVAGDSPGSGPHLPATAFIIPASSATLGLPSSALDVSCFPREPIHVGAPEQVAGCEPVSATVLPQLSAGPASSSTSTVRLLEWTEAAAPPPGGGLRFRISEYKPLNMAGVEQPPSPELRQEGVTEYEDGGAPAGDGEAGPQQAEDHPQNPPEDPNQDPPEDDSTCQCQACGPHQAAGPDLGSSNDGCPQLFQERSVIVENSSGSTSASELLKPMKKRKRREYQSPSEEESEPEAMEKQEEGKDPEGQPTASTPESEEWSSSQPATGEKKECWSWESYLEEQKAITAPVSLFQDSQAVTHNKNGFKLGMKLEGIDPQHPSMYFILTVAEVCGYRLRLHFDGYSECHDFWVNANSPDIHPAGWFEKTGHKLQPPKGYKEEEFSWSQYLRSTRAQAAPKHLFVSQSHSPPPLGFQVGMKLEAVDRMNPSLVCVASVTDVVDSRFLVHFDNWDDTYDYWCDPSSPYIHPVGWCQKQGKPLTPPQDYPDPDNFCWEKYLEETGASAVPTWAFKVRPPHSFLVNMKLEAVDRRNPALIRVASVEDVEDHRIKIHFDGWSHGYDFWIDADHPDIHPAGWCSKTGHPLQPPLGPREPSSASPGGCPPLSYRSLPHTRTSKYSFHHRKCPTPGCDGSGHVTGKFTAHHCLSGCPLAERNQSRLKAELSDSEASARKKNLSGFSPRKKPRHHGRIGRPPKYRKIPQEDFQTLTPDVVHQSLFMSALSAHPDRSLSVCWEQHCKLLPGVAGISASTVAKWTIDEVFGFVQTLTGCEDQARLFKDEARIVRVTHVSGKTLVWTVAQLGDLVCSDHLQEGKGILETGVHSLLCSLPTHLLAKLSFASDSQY
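L3MBTL1 50 nM + b-AHA-H3(1-15)K9me1 75 nM, 30 min RT; compound added, 30 min RT; streptavidin donor/Ni-chelate acceptor beads 10 ug/mL each final, 30 min RT dark; AlphaScreen read.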
Numbers without * were called inactive; ? = inconclusive; [ ] = dose if it differs, or a comment. % is set by controls: 0 for no effect and ±100 for the full control effect; potency is the fitted concentration of half-maximal effect. Not all compounds are listed; rates above refer to the full screens.

smiles | L3MBTL1 block
CC(C)CNC(=O)CSc1ccc(S(=O)(=O)N2CCN(C)CC2)cn1 | 7%
CCCCn1c(N)c(N(CC(C)C)C(=O)c2cc3c(s2)CCCCC3)c(=O)[nH]c1=O | 3%
O=C(NC1CC(=O)N(c2ccccc2)C1)N1CCN(C(=O)c2ccco2)CC1 (stereo not drawn) | -6%
CCC1CCCCN1C(=O)CSc1n[nH]c(N)n1 (stereo not drawn) | 4%
C[C@H](C[C@H](O)[C@H]1OC1(C)C)C1=C2C[C@H](O)C3[C@@]4(C)CCC(=O)C(C)(C)C4CC[C@]3(C)[C@@]2(C)CC1 (stereo partly drawn) | 8%
CCOc1cc(N2CCOCC2)c(OCC)cc1NC(=O)COC(=O)c1ccc([N+](=O)[O-])o1 | ?
O=C(OCc1cc(=O)n2ccsc2n1)C1(c2ccc(Cl)cc2)CC1 | -23%
CC1CCc2sc3ncnc(N4CCN(CCO)CC4)c3c2C1 (stereo not drawn) | 0%[2.29 µM]
NC(=O)CSc1nc2ccccc2c(=O)n1CCc1ccccc1 | -1%
CN(CCc1ccccc1)C1CCCN(S(=O)(=O)CC(F)(F)F)C1 (stereo not drawn) | -30%
CCCC[C@@H](CNC)NC[C@H](NCCCCC1CCCCC1)C(C)C | 2%
COc1cccc(C(=O)NCCS(=O)(=O)N2CCCC2)c1 | 2%
Cc1ccc(S(=O)(=O)N2CCN(C(=O)c3ccc4ccccc4n3)CC2)c(C)c1 | -19%
Cc1ccccc1CC(=O)NCc1cccnc1 | 3%
CCCCn1c(N)c(N(CCOC)C(=O)C2CCN(C(=O)c3ccc(F)cc3)CC2)c(=O)[nH]c1=O | 2%
O=C(Nc1cc(S(=O)(=O)N2CCOCC2)ccc1N1CCOCC1)c1ccccc1[N+](=O)[O-] | 6%
CN(C)S(=O)(=O)c1cccc(NC(=O)CCCc2nc3ccccc3c(=O)[nH]2)c1 | 2%
N#Cc1ccccc1COC(=O)CCC(=O)c1cccs1 | 8%
Cn1c(-c2ccc(F)cc2)cnc1NCc1ccc(F)cc1F | -3%
O=C(Cc1csc(NC(=O)Nc2cccc(Cl)c2)n1)NC1CCCC1 | -2%
COc1ccc(S(=O)(=O)N2CCCCCC2)cc1C(=O)N(C)CC(=O)Nc1ccccc1C(F)(F)F | 1%
CCN(CC(=O)Nc1ccc(NC(C)=O)cc1)C(=O)c1cc(CN2C(=O)c3ccccc3C2=O)ccc1OC | -9%
CCCC(C(=O)NCCC(C)C)N(Cc1ccc(F)cc1)C(=O)c1snc(C(N)=O)c1N (stereo not drawn) | 9%
CCn1c(SCC(=O)NCC2CCCO2)nnc1-c1ccccc1OC (stereo not drawn) | 0%
O=C(C[C@H]1C/C=C\C[C@@H](Cc2ccc(F)cc2)C(=O)O[C@@H](c2ccccc2)CNC1=O)N[C@@H](CO)Cc1ccccc1 | 1%
CC(C)(C)c1ccc(C(=O)NCCC(=O)NC2=NCCS2)cc1 | 1%
COc1ccc2c(C)cc(SCC(=O)NC3CCCCC3)nc2c1 | 10%
O=C(NCCc1ccccc1)C1CCN(C(=O)c2ccc(F)cc2)CC1 | 1%
O=C(C1CC1)N1N=C(c2ccc(F)cc2)CC1(O)C(F)(F)F (stereo not drawn) | 2%[2.29 µM]
COCCN(CC(=O)Nc1cccc(C)c1C)C(=O)c1cc2c(s1)CCC2 | -25%
O=C(NC1CC1)c1sc2cc(Cl)ccc2c1Cl | 10%
Cc1onc(-c2c(F)cccc2Cl)c1C(=O)Nc1ccc(Cl)c(S(=O)(=O)N(C)C)c1 | 8%
CCOC(=O)[C@@H]1[C@H]2COc3ccccc3[C@H]2N2C(=O)N(c3ccc(Cl)cc3)C(=O)[C@]12C | -1%
CCN1C(=O)[C@@H]2[C@H](C1=O)[C@@H]1C(=O)Nc3ccccc3C(=O)N1[C@@H]2c1cccc(C)c1 | 7%
COc1c(C)cc(S(=O)(=O)NCCN2CCOCC2)c(C)c1C | 2%
CC(=O)Nc1ccc(S(=O)(=O)NCC(=O)OCC(=O)Nc2sccc2C(N)=O)cc1 | -1%

Ordered by molar mass (low to high): 13 of the compounds above.
smiles | L3MBTL1 block
O=C(NC1CC1)c1sc2cc(Cl)ccc2c1Cl | 10%
O=C(C1CC1)N1N=C(c2ccc(F)cc2)CC1(O)C(F)(F)F (stereo not drawn) | 2%[2.29 µM]
CC(C)(C)c1ccc(C(=O)NCCC(=O)NC2=NCCS2)cc1 | 1%
COc1ccc2c(C)cc(SCC(=O)NC3CCCCC3)nc2c1 | 10%
O=C(NCCc1ccccc1)C1CCN(C(=O)c2ccc(F)cc2)CC1 | 1%
COCCN(CC(=O)Nc1cccc(C)c1C)C(=O)c1cc2c(s1)CCC2 | -25%
CCN1C(=O)[C@@H]2[C@H](C1=O)[C@@H]1C(=O)Nc3ccccc3C(=O)N1[C@@H]2c1cccc(C)c1 | 7%
CCOC(=O)[C@@H]1[C@H]2COc3ccccc3[C@H]2N2C(=O)N(c3ccc(Cl)cc3)C(=O)[C@]12C | -1%
CCCC(C(=O)NCCC(C)C)N(Cc1ccc(F)cc1)C(=O)c1snc(C(N)=O)c1N (stereo not drawn) | 9%
Cc1onc(-c2c(F)cccc2Cl)c1C(=O)Nc1ccc(Cl)c(S(=O)(=O)N(C)C)c1 | 8%
COc1ccc(S(=O)(=O)N2CCCCCC2)cc1C(=O)N(C)CC(=O)Nc1ccccc1C(F)(F)F | 1%
CCN(CC(=O)Nc1ccc(NC(C)=O)cc1)C(=O)c1cc(CN2C(=O)c3ccccc3C2=O)ccc1OC | -9%
O=C(C[C@H]1C/C=C\C[C@@H](Cc2ccc(F)cc2)C(=O)O[C@@H](c2ccccc2)CNC1=O)N[C@@H](CO)Cc1ccccc1 | 1%

The results go on.
smiles | L3MBTL1 block
Cc1ccc(C)c(N2CCN(S(=O)(=O)c3ccc4[nH]c(=O)ccc4c3)CC2)c1 | -6%
CN(C)c1ccc(/C=N/Nc2nncc3ccccc23)cc1 | -3%
COc1ccc(C(=O)NCC(=O)OCC(=O)N2CC(C)OC(C)C2)cc1OC (stereo not drawn) | -12%
CCOC(=O)C1=C(COC(=O)CSc2ccc(C)cc2)NC(=O)NC1C (stereo not drawn) | -1%
Cc1ccsc1C(=O)OCC(=O)Nc1nnc(-c2ccccc2)o1 | -12%
CCN(C(=O)CSc1nc(C)nc2sc(C)c(C)c12)c1ccc(F)cc1 | -2%
COc1ccc(OCCC(=O)Nc2ccccc2)cc1 | -4%
CC(Sc1ccc(S(=O)(=O)N2CCOCC2)cn1)c1ccccc1Cl (stereo not drawn) | 5%
COc1cccc(C(=O)NOCc2ccc(C)cc2)c1OC | 38%[activator]
COc1cc(OC)cc(C(=O)NNC(=O)CCNS(=O)(=O)c2ccc(C)c(C)c2)c1 | 4%
CCN1CCN(C(c2cccnc2)c2c(NC(=O)c3ccco3)sc(C)c2C)CC1 (stereo not drawn) | -4%
NCCCC[C@@H](C(=O)N1CCNCC1)n1cc([C@@H](N)CC(N)=O)nn1 | 11%

Two entries from above in a different format:
> Cc1ccccc1CC(=O)NCc1cccnc1
  L3MBTL1 block = 3%

> CCCCn1c(N)c(N(CCOC)C(=O)C2CCN(C(=O)c3ccc(F)cc3)CC2)c(=O)[nH]c1=O
  L3MBTL1 block = 2%

(further entries)
smiles | L3MBTL1 block
Cc1cc(Cl)ccc1NC(=O)CN1C(=O)NC2(CCCc3ccccc32)C1=O (stereo not drawn) | -2%
Cc1ccc(NS(=O)(=O)c2ccc(C(C)C)cc2)cc1S(=O)(=O)N1CCOCC1 | -1%
COc1ccc(N(C(=O)c2cccnc2)S(=O)(=O)c2ccc(F)cc2)cc1 | -4%
O=C(NCC(c1ccco1)N1CCCCC1)c1cccc(S(=O)(=O)Nc2ccc(F)cc2)c1 (stereo not drawn) | 4%
Cc1cc(C(=O)NNC(=O)c2ccc(C)c([N+](=O)[O-])c2)c(C)o1 | 19%
COc1cccc(NC(=O)c2cc3ccccc3o/c2=N\O)c1 | 1%[2.29 µM]
CCCCCc1ccc(C2=NNC(=O)CC2)cc1 | -1%
C=CC(C)(C)c1c2occc2c(O)c2ccc(=O)oc12 | -5%
O=C(NCCCN1CCOCC1)c1cccc(S(=O)(=O)Nc2ccc(F)cc2)c1 | 3%
COc1cc(CN2CCCC(CO)(Cc3cccc(Cl)c3)C2)cc(OC)c1O (stereo not drawn) | -1%
O=C(CSc1nnc2ccccn12)Nc1ccccc1Cl | 3%
COc1ccc(S(=O)(=O)NC(C)C(=O)N2CCCC2)cc1Cl (stereo not drawn) | -4%
O=C(Nc1ncccc1O)C1CCN(S(=O)(=O)c2ccc3ccccc3c2)CC1 | -8%
O=C(Nc1ccc(Cl)cc1F)c1cccc2ccccc12 | 4%
CC1=C([N+](=O)[O-])C(c2ccc3c(c2)OCO3)N(C)C(=O)N1C (stereo not drawn) | 2%
Cc1ccccc1CN1CCN(C(C)C(=O)NNC(=O)c2ccc(F)cc2)CC1 (stereo not drawn) | -2%
COc1ccc(OC)c(NC(=O)COC(=O)CCS(=O)(=O)c2ccc(Cl)cc2)c1 | -9%
Cc1ccc(N2C(=O)C3C4C=CC(CC4)C3C2=O)cc1Br (stereo not drawn) | 35%[activator][2.29 µM]
COc1cc(/C=C/C(=O)OCC(=O)N(C)CC(=O)Nc2ccc(F)cc2)ccc1OC(F)F | 1%
COc1cccc(Nc2nc(Nc3ccc(Cl)c(C(=O)O)c3)nc(C)c2[N+](=O)[O-])c1 | -2%
Cc1cccc(OCCC(=O)OCC(=O)Nc2c(C)nn(-c3ccccc3)c2C)c1 | 4%
COc1ccc(-c2nc3c(s2)CCc2onc(-c4ccc(OC)cc4)c2-3)cc1 | 9%
CCCCN1C(=O)NC(c2ccc(OC)cc2)C(C(=O)OCc2ccccc2)=C1C (stereo not drawn) | -1%
O=C(COc1ccc(F)cc1)Nc1cc(Cl)ccc1-n1cncn1 | 9%
CCOC(=O)c1cnc(Cc2ccccc2)[nH]c1=O | 8%[2.29 µM]
COc1ccc(OC)c(/C=C/C(=O)OCC(=O)N2CCCCC2)c1 | 10%
CSc1ncccc1C(=O)NCC(c1ccco1)N1CCCCC1 (stereo not drawn) | -3%
CCCc1cc(=O)[nH]c(SCC(=O)N2c3ccccc3CC2C)n1 (stereo not drawn) | 5%
CCN(CC)CCCNC(=S)N(CCO)Cc1cc2cc3c(cc2[nH]c1=O)OCO3 | -10%
O=C(Nc1ccccn1)c1cc(-c2ccc(Cl)s2)nc2ccccc12 | 16%
C#CCOCCOCCOCCNc1nc(N2CCN(C(=O)[C@H](CCCCN)n3cc(CN)nn3)CC2)nc(N2CCN(C(=O)[C@H](CO)n3cc([C@@H](N)C(C)C)nn3)CC2)n1 | -1%
O=C1c2ccccc2C(O)N1c1ccccc1 (stereo not drawn) | -4%
OCc1cn(Cc2ccc(O)c3ncccc23)cn1 | 7.1µM*
CCOC(=O)[C@H]1[C@H]2COc3ccc(C)cc3[C@@H]2N2C(=O)CN(Cc3ccccc3)C(=O)[C@@]12C | 0%
Nc1nc(NC(=O)c2ccc(F)cc2)ns1 | 5%
COc1ccc(C)cc1NC(=O)C(c1ccccc1)N1CCN(CC(=O)NC2CC2)CC1 (stereo not drawn) | 4%
Cc1cc(C)n2nc(C(=O)Nc3ccc4c(c3)OCCO4)nc2n1 | 5%
CC(=O)N1CCc2c(sc(NC(=O)C3CCCN3S(=O)(=O)c3cccs3)c2C(N)=O)C1 (stereo not drawn) | 9%
CCOc1cc(CN2CCCC(N3CCN(c4ccc(F)cc4)CC3)C2)ccc1OC (stereo not drawn) | 0%
O=C(N/N=C/c1ccc(F)c(F)c1)c1cccc(S(=O)(=O)N2CCCCC2)c1 | 2%
COc1cc(C(=O)NNC(=O)CN2C(=O)NC(C)(c3ccc(C)cc3)C2=O)cc(OC)c1OC (stereo not drawn) | -1%
Cc1cccc(OCC(=O)NNC(=O)CCN2CCN(c3ccccc3)CC2)c1C | -5%
CCn1cnnc1SCC(=O)c1c(N)n(C2CC2)c(=O)[nH]c1=O | 4%
Nc1c(N(CCCO)C(=O)C2CCCCC2)c(=O)[nH]c(=O)n1Cc1ccccc1 | -6%
Cc1ccnc2nc(C(=O)OCC(=O)N(Cc3ccccc3)C(C)C)nn12 | 6%
COc1cc(C2C(C(=O)C(C)(C)C)=C(O)C(=O)N2Cc2ccccc2)ccc1O (stereo not drawn) | 3%
Cc1ccc(C(=O)Nc2ccc(S(=O)(=O)N3CCOCC3)cc2)cc1C | ?
Nc1cc(N)nc(SCC(=O)NCCC2=CCCCC2)n1 | 0%
COc1ccc(S(=O)(=O)N2CCCCCC2)cc1C(=O)N(C)CC(=O)Nc1c(Cl)cccc1Cl | 8%
COc1ccccc1N1CCN(S(=O)(=O)CCNC(=O)C2CCCC2)CC1 | 0%
CCOc1ccc(Cc2nnc(SCC(=O)Nc3c(C)cccc3C)[nH]c2=O)cc1 | 3%
CCOc1ccc(C(=O)NC2C(=O)N3C(C(=O)O)=C(COC(C)=O)CSC23)cc1OCC (stereo not drawn) | -22%
O=C1CN(C(=O)COC(=O)c2ccc([N+](=O)[O-])s2)c2ccccc2N1 | ?
COc1ccc(-c2c(-c3cc(OC)cc(OC)c3)n(C)c3ccc(-c4ccc(OC)c(F)c4)cc23)cc1 | 3%
C=CCNC(=O)/C(=C\c1ccco1)NC(=O)c1ccco1 | 2%
CSc1nc(N)nc2c1ncn2CC(=O)NCCCN1CCCC1=O | 0%
COc1cccc(CNC(=O)CCCC(=O)NC(C)CCc2ccccc2)c1 (stereo not drawn) | 38%[activator]
O=C1C=C(c2cccc3c2sc2ccccc23)C[C@@H](c2ccc(Cl)cc2)C1 | -3%
CC(C)C(=O)Nc1sc2c(c1C(N)=O)CCN(Cc1ccccc1)C2 | 3%
O=C(C1CCCO1)N1CCN(S(=O)(=O)c2ccc(F)cc2)CC1 (stereo not drawn) | -1%
COc1cc(C)c(CN2CCSCC2)cc1C | -7%[2.29 µM]

Screening results (PubChem)
